# High-throughput results (PubChem BioAssay)
# GalR3 antagonist = GalR3 antagonists in HEK293 cells, primary screen, cell-based, fluorescence readout. actives 0.44% (n = 360,000). HEK293 GalR3-CNG cAMP membrane potential fluorescence; galR3 body fused to GalR1 C-terminus. Galanin receptor type 3 (Homo sapiens), O60755. inhibition, % at 3 µM. AID 651719, 2012;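 active = inhibition above the screen-wide average plus 3 SD, cut at about 13% in these data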;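 note: forskolin and galanin both at EC90 stimulate the cells; cAMP rise reported by CNG channel membrane potential dye signal; 0% = forskolin plus galanin with DMSO and 100% = forskolin alone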
# Target sequence (O60755 1-299 limits assumed): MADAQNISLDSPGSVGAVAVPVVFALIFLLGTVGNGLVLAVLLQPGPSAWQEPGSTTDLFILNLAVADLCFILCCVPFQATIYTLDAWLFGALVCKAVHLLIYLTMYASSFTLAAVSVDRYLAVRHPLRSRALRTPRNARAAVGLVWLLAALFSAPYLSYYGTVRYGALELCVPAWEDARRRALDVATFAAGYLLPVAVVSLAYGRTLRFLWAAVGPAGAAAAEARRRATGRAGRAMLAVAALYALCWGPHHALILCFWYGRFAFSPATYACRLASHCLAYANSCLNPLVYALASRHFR
# The depositor's hits bear a star.
SMILES,GalR3 antagonist
CCCCCCN1C[C@H](O)[C@@H](n2cc(COC(=O)c3ccccc3)nn2)C[C@@H]1c1ccc(Cl)cc1,-7
O=C(Cn1nnc(N2CCCCC2)n1)NN=Cc1ccccc1O,-6
O=C(NCc1ccco1)c1cccc(-c2ccc3nncn3c2)c1,-5
C[C@H]1COc2cccc(N3CCCC3)c2S(=O)(=O)N1,-4
Clc1nc(NC2CCCCC2)c2cn[nH]c2n1,-2
COc1ccc(CN2CCC3CC2c2cc(-c4cccc(C)c4)ccc23)cc1 (stereo not drawn),-5
COc1ccc(CCNC(=O)COc2cccc(-n3cnnn3)c2)cc1,-3
Cc1ccc(NC(=O)Cn2cnc3c(NCc4ccccc4)ncnc32)cc1C,-5
Nc1ncnc2c(C3OC(CO)C(O)C3O)c[nH]c12 (stereo not drawn),-6
CC(C)(C)C(=O)C(C(c1ccccc1)N1CCOCC1)N1CCOCC1 (stereo not drawn),-4
COc1ccc(C(=O)OCc2cc(=O)oc3cc(C)ccc23)cc1S(=O)(=O)N1CCOCC1,-8
CC(C)(C)c1cc(NC(=O)COC(=O)c2ccccc2O)n(-c2ccccc2)n1,-6
N#Cc1c(NC(=O)COC(=O)C2=COCCO2)sc2c1CCCC2,-6
O=C(COC(=O)/C=C/c1ccc(F)cc1)NC1CCS(=O)(=O)C1 (stereo not drawn),-6
O=c1ccc2ccccc2c2ccccc12,4
O=C(/C=C/[C@H]1O[C@@H](n2cnc3c(NC(=O)c4ccccc4)ncnc32)[C@H](O)[C@@H]1O)NCCCc1ccccc1,-6
CC(C)[C@H](NC(=O)c1ccccc1)C(=O)N1CCC[C@H]1C(=O)NCc1ccccc1,-8
CCCOc1ccc(C(=O)CCC(=O)OCC(=O)N(CC)c2c(N)n(Cc3ccccc3)c(=O)[nH]c2=O)cc1,-3
COc1cccc(CN(C)S(=O)(=O)c2ccccc2Br)c1,-2
Cc1cccc(C)c1-n1nnnc1C(c1ccnc2ccccc12)N(C)Cc1ccc(Cl)c(Cl)c1 (stereo not drawn),-7
CCCN(C(=O)c1cc(S(=O)(=O)N(C)c2ccccc2OC)ccc1C)C1CCS(=O)(=O)C1 (stereo not drawn),-2
O=C(c1ccccc1Cl)N1CCSCCS1(=O)=O,-8
CC(C)=CCC/C(C)=C/CNC(=O)C[C@H]1C[C@H](C(=O)N2CCOCC2)[C@@]2(C)c3[nH]c4ccc(Cl)cc4c3CCN2C1=O,-3
COc1cc2nc(CN3CCN(S(=O)(=O)c4ccccc4[N+](=O)[O-])CC3)[nH]c(=O)c2cc1OC,0
CCOc1ccc(NC(=O)c2cccc(NC(C)=O)c2)cc1S(=O)(=O)N1CCCC1,0
COCc1[nH]nc2c1C(c1ccccc1)NC2=O (stereo not drawn),2
C[C@H](CO)N1C[C@H](C)[C@@H](CN(C)Cc2ccc3cccnc3c2)OCc2cnnn2CCCC1=O,-5
O=C(NCc1ccccc1Cl)[C@H]1CCCN1C(=O)[C@H]1CCCN1C(=O)c1ccccc1,-3
C[C@@H]1Cn2cnc(C(=O)Nc3cccc(Cl)c3)c2C(=O)N1,-6
CCCCN(C=O)c1c(CC)nc2ccc(C(=O)NCCN(C)C)cn12,-6
C[C@H](NC(=O)C1CCN(S(=O)(=O)c2ccccc2)CC1)C(=O)NC1CC1,-2
C(=NN=Cc1c[nH]c2ccccc12)c1c[nH]c2ccccc12,-7
Cc1nc(N)nc(N(C)c2ccccc2)c1Br,-1
COC(=O)C1CC2=C(CC(C)(C)CC2=O)N(c2ccccc2)C1=O (stereo not drawn),0
COc1ccc(CN2CCN(C(=O)c3ccc(S(=O)(=O)N4CCCCCC4)cc3)CC2)cc1F,-1
COc1ccc(CCC(=O)N2c3ccccc3N=C(c3ccc4c(c3)OCO4)C2C(=O)Nc2ccc(OC)cc2)cc1 (stereo not drawn),-9
COc1ccc(-c2ccc(C(=O)Nc3ccc(OC)nc3)c3occc23)c(C)c1,-8
COc1ccc(C(O)c2ncc(-c3ccccc3)[nH]2)cc1F (stereo not drawn),-4
COC(=O)C1=CN(c2ccc(F)cc2)C(N)=C(C#N)C1c1ccc(-c2ccccc2)cc1 (stereo not drawn),-6
CC(C)CC1NC(=O)N(CC(=O)Nc2ccc(OCc3ccccc3)cc2)C1=O (stereo not drawn),-3

# Quoted at random: four entries already listed.
SMILES,GalR3 antagonist
COc1ccc(C(O)c2ncc(-c3ccccc3)[nH]2)cc1F (stereo not drawn),-4
Cc1cccc(C)c1-n1nnnc1C(c1ccnc2ccccc12)N(C)Cc1ccc(Cl)c(Cl)c1 (stereo not drawn),-7
O=C(/C=C/[C@H]1O[C@@H](n2cnc3c(NC(=O)c4ccccc4)ncnc32)[C@H](O)[C@@H]1O)NCCCc1ccccc1,-6
O=C(NCc1ccccc1Cl)[C@H]1CCCN1C(=O)[C@H]1CCCN1C(=O)c1ccccc1,-3

# Following part
SMILES,GalR3 antagonist
CCOC(=O)N[C@@H](CC(C)C)C(=O)N1CCC[C@H]1C(=O)NCc1ccccc1,-6
CC12CCC(=O)C=C1C(F)CC1C2C(O)CC2(C)C1CCC2(O)C(=O)CO (stereo not drawn),-3
COc1ccccc1-c1cc2c(c3c1ccn3C)C1CCC2O1 (stereo not drawn),-7
Cn1c(=O)c2c(ncn2CCOC(=O)C(C)(C)Oc2ccc(Cl)cc2)n(C)c1=O,-5
CCOC(=O)C1=CN(Cc2cccc(F)c2)S(=O)(=O)NC1c1ccccc1 (stereo not drawn),-7
C[C@@H]1ON(C)[C@H]2C[C@H]3c4cc(N5CCN(C)CC5)ccc4CCN3C(=O)[C@@H]12,-7
CCCC(=O)Nc1ccc2c(c1)nc(CCN1CCC(C)CC1)n2C,4
COc1cc(NC(=O)COc2cc(C)cc3oc(=O)cc(C)c23)cc(OC)c1OC,-4
C[C@H]1CN([C@@H](C)CO)C(=O)CCCn2cc(nn2)CO[C@@H]1CN(C)C(=O)Nc1ccccc1C(F)(F)F,-4
Cc1cccc(C)c1NC(=O)CN1CCN(C(=O)c2cc(C3CC3)nn2-c2ccccc2)CC1,-5
O=C(NCC1CCCCC1)c1[nH]c(C(F)(F)F)nc1-c1ccccc1,-7
CC1CN(C(=S)Nc2ccccc2)C(C)CN1C=O (stereo not drawn),-6
CCN(CC)CCSc1nc2c([nH]1)c(=S)n(C)c(=O)n2C,-3
COC(=O)c1cccc(CN2C(=O)C(C)Sc3ccc(C)cc32)c1 (stereo not drawn),-2
O=S(c1ccccc1)c1ccccc1,-6
O=C(NCC1CC1)c1ccc2sc([C@@H]3O[C@H](CO)[C@H](O)[C@H](O)[C@H]3O)nc2c1,0
O=C(C1CC=CCC1)N1CCCCCC1 (stereo not drawn),-3
Cc1cccc(C)c1NC(=O)C1(C)CCC(=O)N1CCCn1ccnc1 (stereo not drawn),-3
CCOC(=O)[C@]12CCCC=C1N(Cc1cccc3ccccc13)C(=O)[C@H](CC(=O)NCCc1ccccc1OC)C2,1
CC(C)(C)c1nnc(NC(=O)CCC2CCCCC2)s1,-6

# Brought forward from above: five entries; new compounds follow.
SMILES,GalR3 antagonist
O=C(NCC1CC1)c1ccc2sc([C@@H]3O[C@H](CO)[C@H](O)[C@H](O)[C@H]3O)nc2c1,0
O=C(C1CC=CCC1)N1CCCCCC1 (stereo not drawn),-3
Cc1cccc(C)c1NC(=O)C1(C)CCC(=O)N1CCCn1ccnc1 (stereo not drawn),-3
CCOC(=O)[C@]12CCCC=C1N(Cc1cccc3ccccc13)C(=O)[C@H](CC(=O)NCCc1ccccc1OC)C2,1
CC(C)(C)c1nnc(NC(=O)CCC2CCCCC2)s1,-6
Nc1ncnc2c1ncn2[C@@H]1O[C@H](CNS(=O)(=O)c2ccc3c(c2)CCN(C(=O)C(F)(F)F)C3)[C@@H](O)[C@H]1O,-8
Cc1cc2c(c(=O)o1)C1(C)CC(C)(O2)c2c(cc(C)oc2=O)O1,-7
CN(C)Cc1cc(C(F)(F)F)ccc1C(O)(c1ccccc1)c1ccccc1,-8
C[C@@H]1CN([C@@H](C)CO)C(=O)CCCn2nncc2CO[C@H]1CN(C)S(=O)(=O)c1ccc(Oc2ccccc2)nc1,-5
CCCCOCC1CN(CCCC)S(=O)(=O)c2c(Oc3ccc(C(C)C)cc3)cccc2O1 (stereo not drawn),-1
CC(C)(C)c1ccc(Nc2n[nH]c3ccccc23)cc1,-5
CC[C@]12c3[nH]c4ccc(Cl)cc4c3CCN1C(=O)[C@@H](CC(=O)NC(C)(C)C)C[C@@H]2C(=O)N1CCN(C(=O)c2ccco2)CC1,2
CC(=O)Nc1ccc2c(c1)Cc1c(F)cccc1-2,-5
COc1ccccc1C1OCC(C)([N+](=O)[O-])CO1 (stereo not drawn),-3
Cc1ccc(S(=O)(=O)Nc2ccccc2N=Cc2c(F)c(F)c(F)c(F)c2F)cc1,-4
COCCN(Cc1ccccc1)C(=O)c1cccc(S(=O)(=O)N2CCN(Cc3ccccc3)CC2)c1,-9
CC(=O)Nc1cc(-c2ccccc2)cn2c(-c3ccc(F)cc3)cnc12,-4
CC(C(=O)N1CCc2ccccc21)N1CCN(S(=O)(=O)c2ccc3c(c2)OCCCO3)CC1 (stereo not drawn),-7
Cc1ccc(S(=O)(=O)Oc2cccc([N+](=O)[O-])c2)cc1,-3
O=C1[C@@H](c2ccccc2)CC[C@@H]2C=CC[C@H]3CCN1[C@@H]32,-3
CC1(C)CCC(=O)N2CC[C@H]3c4cc5ccccc5nc4C[C@@H]1[C@H]32,-6
O=[N+]([O-])c1ccccc1N=NNc1ccccc1,1
O=C(NCc1ccc(Cl)nc1)c1csc(COCCO)n1,-4
COc1ccccc1CCC(=O)Nc1ccc2c(c1)c(=O)n(C)n2C,-5
COc1ccc(CC(=O)Nc2nc(OCCN3CCCC3=O)cnc2-c2cccc(C(F)(F)F)c2)cc1,-8
NC(=O)C1CCN(C(=O)c2cc(S(=O)(=O)N3CCN(c4ccccc4)CC3)ccc2Cl)CC1,-5
CC(=O)c1ccc2ccccc2c1OC(=O)c1ccncc1,3
CC1CCCC(NC(=O)CN2C(=O)NC(C)(c3ccccc3)C2=O)C1C (stereo not drawn),-5
CCOC(=O)[C@]12CCC=C1N(Cc1cccc3ccccc13)C(=O)[C@H](CC(=O)N1CCCCC1)C2,-3
Cc1c(C(=O)NCc2cccs2)sc(=O)n1Cc1ccc(S(C)(=O)=O)cc1,-3
CCOC(=O)[C@]12CCC=C1N(CCC1=CCCCC1)C(=O)[C@H](CC(=O)N1CCOCC1)C2,-3
O=c1ncn(C2CCCCC2)c(=O)[nH]1,-4
CC(C)C[C@@H](CNCC(=O)[C@H](C)NC(=O)c1[nH]cnc1C(=O)N[C@@H](C)CN)NC(=O)c1nc[nH]c1C(=O)N[C@@H](CO)C(=O)O,-3
CC(C)COC(=O)N1CCCCC1c1cc(C(=O)Nc2ccc3c(c2)OCO3)no1 (stereo not drawn),-6
O=C(NCC(c1ccco1)N1CCN(c2ccccc2)CC1)C1CCCCC1 (stereo not drawn),-5
O=C(Cc1ccc(F)cc1)N[C@@H]1c2ccccc2CC[C@@H]1O,-7
CC(C)C[C@H]1CN(CCCC[C@@H]2CNC(=O)C(=O)N2CCc2ccccc2)C(=O)C(=O)N1CCc1ccc(O)cc1,-8
CCOc1cc(OCC)cc(C(=O)N2CCC[C@H]2C(=O)N2CCC[C@H]2C(=O)NCc2cccc(OC)c2)c1,-5
CC1=C(C(=O)N(C)C)CC(CC(=O)NC(c2ccccc2)c2ccccc2)C(=O)N1Cc1ccc(C(C)(C)C)cc1 (stereo not drawn),-8
CSc1nc(N)c2cn[nH]c2n1,1
CCOC(=O)C(CNc1ccc(OCc2ccccc2)cc1)NC(=O)c1ccccc1 (stereo not drawn),-9
COc1ccc(OC)c(C(=O)COC(=O)COc2ccccc2F)c1,-3
C[C@@H]1CN([C@H](C)CO)C(=O)c2cc(Br)cnc2O[C@@H]1CN(C)C(=O)Nc1ccccc1,-4
CSc1nc(SCc2ccccc2)[nH]c(=O)n1,3
COC(=O)[C@]12CCCCC=C1N(Cc1ccc3c(c1)OCO3)C(=O)[C@H](CC(=O)NCc1ccc(C)o1)C2,-5

# Some of the entries so far, tab-delimited:
SMILES	GalR3 antagonist
CCOc1cc(OCC)cc(C(=O)N2CCC[C@H]2C(=O)N2CCC[C@H]2C(=O)NCc2cccc(OC)c2)c1	-5
CC1=C(C(=O)N(C)C)CC(CC(=O)NC(c2ccccc2)c2ccccc2)C(=O)N1Cc1ccc(C(C)(C)C)cc1 (stereo not drawn)	-8
CSc1nc(N)c2cn[nH]c2n1	1

# Other compounds:
SMILES,GalR3 antagonist
CN(C(=O)c1ccc(NC(=O)Cc2ccc(NC(=O)C3CCN(C(=O)c4ccccc4)CC3)cc2)cc1)C1CCCC1,-7
CN(C)CCCNC(=O)C[C@H]1C[C@H](C(=O)N2CCOCC2)[C@@]2(C)c3[nH]c4ccc(Cl)cc4c3CCN2C1=O,3
CC(C)(C)c1ccc(C#C[C@@H]2C=C[C@H]3OC(=O)CC/C=C/CCC(=O)OC[C@H]3O2)cc1,-2
Cc1ccc(C(CNS(=O)(=O)c2cc(F)ccc2F)N2CCN(C)CC2)cc1 (stereo not drawn),-4
CC(C)[C@@H]1NC(=O)[C@@H]2CSCCS(=O)(=O)N2C1=O,0
Cc1ccc2c(C)c(C(=O)Nc3cccnc3)oc2c1C,0
O=C(O)C(Cc1ccnc2ccccc12)=NO,-2
O=C(Nc1ccc(F)cc1)C(c1cccc(F)c1)N1CCN(CC(=O)N2CCCC2)CC1 (stereo not drawn),-4
CC(=O)c1ccc(NC(=O)c2ccc(-n3cnnn3)cc2)cc1,-4
Cc1ccc(S(=O)(=O)N2CCCCC2)cc1NC(=O)COC(=O)c1cccc(O)c1,-8
CCCOc1ccc(F)cc1-c1cc(C(=O)Nc2ccc(OC)cc2OC)[nH]n1,-7
COc1cccc(NC(=O)CN(C)C(=O)/C=C/c2cn(-c3ccccc3)nc2-c2cccs2)c1,-4
COCCCNC(=O)C[C@@H]1C[C@@]2(C(=O)OC)CC(C)(C)CC=C2N(Cc2ccc3c(c2)OCO3)C1=O,-5
CC1(C(=O)NCc2ccccc2)CN(S(C)(=O)=O)CC(=O)N1CC(F)(F)F (stereo not drawn),1
C[C@@H]1CN([C@@H](C)CO)C(=O)CCCn2nncc2CO[C@@H]1CN(C)C(=O)Nc1cccc2ccccc12,-7

# This is a subset (hit frequency here may not be typical).
